MCF10A rerep = induces DNA re-replication in MCF 10a normal breast cells; hit rate 2.9% among 350,000; AID 624296; Potency, µM (titrated, usually from 46.1 µM), for inactives: at the top dose activity, positive = re-replication, most hits filed as activators; MCF 10A DNA re-replication, Hoechst nuclear intensity, 48 h; note: potency is the fitted concentration of half-maximal effect; % of control where 0% means no effect; nearly all actives have a fitted effect of over 50% in size
GLP1R cytotox = cytotoxicity in counter-screen for GLP-1R inverse agonists; HEK293 cAMP-luciferase reporter cells, luminescence, 24 h; Potency, µM (doses to about 38.3 µM), for inactives: at the top dose activity change, negative = inhibition, actives largely listed as inhibitors; hit rate 0.13% among 410,000;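 note: loss of luciferase light is scored as toxicity; potency is the fitted concentration of half-maximal effect; % is set by controls: 0 for no effect and ±100 for the full control effect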
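To flag toxic compounds, the library was rerun on cells for 24 hr at 37 deg C and 5% CO2. Viability-linked luminescence was captured 12 min after adding luciferase detection reagent.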
SW480 rerep = inducers of DNA re-replication in SW480 colon cancer cells. SW480 DNA re-replication, Hoechst DNA content imaging, 48 h. Potency, µM (top dose mostly 46.1 µM), without a hit: at the highest dose re-replication activation, most hits filed as activators. hit rate 1.8% among 340,000. AID 624297; note: potency is the fitted concentration of half-maximal effect; % of control where 0% means no effect; nearly all actives have a fitted effect of over 55% in size
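Compounds, transferred as 23 nL by pin tool, were incubated with cells for 48 hr; DNA content per nucleus was then quantified by Hoechst staining and fluorescence plate imaging.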
HT1080 IDH1KD tx = kills HT-1080 cells with IDH1 knockdown; Potency, µM (doses to about 46.1 µM), for inactives: at the highest dose activity, negative = toxicity, most hits filed as cytotoxic; AID 686971; hit rate 2% among 360,000; HT-1080 IDH1 knockdown viability, ATP luminescence, 48 h;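 note: potency is the fitted concentration of half-maximal effect; 0% = DMSO wells and -100% = cell-free medium wells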
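HT-1080-IDH1KD cells (IDH1 knocked down), 750/well in RPMI with 5% FBS, treated with compound 48 h at 37 degrees C. Viability by CellTiter-Glo luminescence, normalised to DMSO and no-cell wells; concentration-response curves classed.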
KB-V1 cytotox = KB-V1 MDR subline cytotoxicity; KB-V1 MDR cells viability, CellTiter-Glo, 72 h; Potency, µM (titrated, usually from 46.1 µM), for inactives: at the highest dose activity change, negative = cytotoxicity, actives largely listed as cytotoxic; hit rate 3.4% among 400,000; AID 1347076; note: potency is the fitted concentration of half-maximal effect; % is set by controls: 0 for no effect and ±100 for the full control effect; nearly all actives have a fitted effect of over 60% in size
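Readout: CellTiter-Glo luminescence, 10 min after addition. Cells: KB-V1 MDR subline, 72 h at 37 degrees C with compound. Analysis: corrected, normalized data fitted to concentration-effect curves.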
HT1080NT lethal = kills 2HG-producing HT-1080-NT fibrosarcoma cells; hit rate 1.6% among 360,000; HT-1080-NT fibrosarcoma viability, CellTiter-Glo ATP luminescence, 48 h; Potency, µM (highest dose often 46.1 µM), inactives show at the top dose activity, negative = less viability, most hits filed as cytotoxic;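 note: NT is the 2HG producing partner of a matched IDH1 knockdown line; potency is the fitted concentration of half-maximal effect; 0% = DMSO-treated cells and -100% = media-only wells without cells; nearly all actives have a fitted effect of over 55% in size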
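HT-1080-NT fibrosarcoma cells (2HG-overproducing), 750 cells/well in RPMI with 5% FBS, dosed after 2 h and incubated 48 h at 37C. CellTiter-Glo luminescence normalized to DMSO and no-cell wells; concentration-response curves fitted and classed.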
KB-3-1 tox = kills parental KB-3-1 adenocarcinoma cells. hit rate 1.4% among 400,000. KB-3-1 viability, CellTiter-Glo ATP luminescence, 72 h. Potency, µM (top dose mostly 46.1 µM), for inactives: at the highest dose activity change, negative = cytotoxic, usual class: cytotoxic; note: potency is the fitted concentration of half-maximal effect; % is set by controls: 0 for no effect and ±100 for the full control effect; nearly all actives have a fitted effect of over 60% in size
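Here the drug-naive KB-3-1 line serves as comparator for MDR sub-line selectivity; cells received compound titrations, 72 h at 37 °C, then CellTiter-Glo readout.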
DRD3 agonist = activates the human D3 dopamine receptor. D3R DiscoveRx beta-arrestin cells, luminescence, 90 min. max activation, %. hit rate 0.58% among 410,000. AID 652048; in the data active = max activation above about 30%; note: 0% is about no effect; mostly tested at two doses, the higher about 12 µM
Target sequence (P35462 whole entry, looked up): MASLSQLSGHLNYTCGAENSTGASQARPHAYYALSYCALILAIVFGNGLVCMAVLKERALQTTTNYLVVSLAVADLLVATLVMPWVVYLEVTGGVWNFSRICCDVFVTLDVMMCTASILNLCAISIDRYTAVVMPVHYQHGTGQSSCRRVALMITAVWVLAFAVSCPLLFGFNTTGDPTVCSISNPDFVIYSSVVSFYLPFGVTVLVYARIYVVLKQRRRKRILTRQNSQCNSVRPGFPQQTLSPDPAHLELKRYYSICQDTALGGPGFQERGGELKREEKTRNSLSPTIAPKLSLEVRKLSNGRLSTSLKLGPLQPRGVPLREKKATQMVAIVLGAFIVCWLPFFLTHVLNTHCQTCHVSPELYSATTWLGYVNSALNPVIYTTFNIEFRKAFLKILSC
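Agonist-mode cell screen: cells plated at 1500/well and incubated overnight at 37 °C, then exposed to library compounds for 90 min at 37 °C. Detection reagent was added for 30–60 min at room temperature, and luminescence was read.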
IL1B secr inh = inhibitors of inflammasome signaling (IL-1 beta secretion). hit rate 4.7% among 360,000. activity change, % at 57.5 µM. AID 743279. THP-1 LPS/ATP IL-1B secretion, AlphaLISA, 16 h; active compounds read low; in the data active = activity change below about -50%; inconclusive = mostly about -30% to -49%; note: % is set by controls: 0 for no effect and ±100 for the full control effect
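THP-1 cells pretreated 1 hr with compounds (up to 57.5 uM final), then stimulated with LPS (250 ng/mL final) plus ATP (1.25 mM final); secreted IL-1B measured by AlphaLISA after 16 hr, decreased signal indicating inhibition.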
* = called active by the depositor; ? = inconclusive; nt = not tested or not shown; & = joins results of further samples; [ ] = another dose, or the depositor's remark. Unless noted, calls come from the whole dose curve; as a rule, active = well fitted curve in the direction sought with a large enough effect; inconclusive = small, poorly fitted or top-dose-only effect, or another doubt; inactive = no such curve, though single readings can be large; an effect the other way counts as inactive or inconclusive.

SMILES	MCF10A rerep	GLP1R cytotox	SW480 rerep	HT1080 IDH1KD tx	KB-V1 cytotox	HT1080NT lethal	KB-3-1 tox	DRD3 agonist	IL1B secr inh
CCN(CC)S(=O)(=O)c1ccc2c(c1)c(=O)c(C(=O)NCc1cccs1)cn2C	-31%[inhibitor]	-2%	-125%[inhibitor]	6%	6.5µM*	4%	26%	7	-16
COCCN(CCOC)S(=O)(=O)c1ccc(C(=O)NC2CCN(Cc3ccccc3)CC2)cc1	-2%	2%	-4%	-11%	9%	-11%	-6%	-4	22
Cc1ccc(C(=O)Nc2nccc(-c3cccs3)n2)cc1	2%	6%	-1%	-3%	-11%	-3%	-2%	-10	1
O=C(COc1ccc(Cl)cc1Cl)N/N=C/c1cccnc1	7%	-3%	10%	-6%	14%	-11%	-7%	-7	-14
N#Cc1ccsc1NC(=O)CN1CCN(S(=O)(=O)c2cc(Cl)ccc2Cl)CC1	5%	-13%	12%	-7%	-10%	-10%	0%	-2	6
O=[N+]([O-])c1ccc(-c2ccc(/C=N/Nc3nc(N4CCCC4)nc(N4CCCC4)n3)o2)cc1	?	12%	?	7%	3%	2%	-2%	22	41
CCOc1cc2[nH]c(=O)n(CCC(=O)N3CCN(c4ccccc4OC)CC3)c(=O)c2cc1OCC	-1%	0%	-1%	3%	0%	8%	14%	-4	-6
COC(=O)CN1C(=S)N(C)C(=O)C1CC(=O)Nc1ccccc1 (stereo not given)	7%	20%[1.53 µM]	-2%	-1%	-4%	-2%	?	1	20
COc1ccc(NC(=O)Nc2ccc3c(c2)C(=O)N([C@H](C)CO)C[C@H](C)[C@@H](CN(C)S(=O)(=O)c2cccs2)O3)cc1	2%	4%	-5%	-7%	5%	6%	-3%	20	0
Nc1c(C(=O)NCc2ccccc2)c2nc3ccccc3nc2n1-c1ccc2c(c1)OCO2	12%	10%	5%	?	-28%	6%	-5%	1	-12
C=CCC[C@H](Cc1ccc(F)cc1)C(=O)OC[C@@H](NC(=O)[C@@H](CC=C)CC(=O)N[C@@H](CO)Cc1ccccc1)C(C)(C)C	33%	?	?	?	-17%	?	?	23	-60*
Cc1cc(C([O-])=C(C(=S)Nc2ccc(F)cc2)[n+]2ccccc2)c(C)n1-c1ccc(F)cc1	8%	-15%	-7%	-2%	-30%	-1%	-15%	-12	-19
O=C(c1cc2sccc2n1Cc1ccc(F)cc1)N1CCN(c2nc3ccccc3s2)CC1	1%	-25%	15%	?	?	-1%	?	4	0
Cc1cc(OCC(=O)Nc2nnc(C3CC3)s2)ccc1[N+](=O)[O-]	-1%	-5%	0%	13%	-1%	8%	21%	-2	10
CCOc1ccc(NC(=O)c2ccccc2NC(=O)CN2CCCCCC2)cc1	6%	1%	-34%[inhibitor]	-6%	-20%	-4%	-4%	-3	-8
O=C(O)CCCN=C1NC2(CCCC2)Cc2ccccc21	-2%	-1%	-3%	-1%	13%	2%	2%	7	26
CSCC[C@H](NC(=O)OC(C)(C)C)C(=O)N/N=C/c1cc2ccc(C)cc2nc1Cl	9%	-3%	nt	-11%	?	-6%	10%	6	0
Cc1ccc(C)c(NC(=O)CSc2cccc3cccnc23)c1	1%	-7%	-134%	-1%	-6%	-6%	-6%	-8	3
COc1cccc(CC2(CO)CCCN(Cc3ccc(OC)c(C)c3OC)C2)c1 (stereo not given)	?	11%	3%	-10%	-10%	-13%	?	-3	0
CCc1sc(C(=O)Nc2nc(C)cs2)cc1C	12%	?	-1%	?	?	-28%	-3%	-10	-9
Clc1cccc(CNCCNCc2cccc(Cl)c2)c1	16%	14%[7.66 µM]	-2%	-18%	-15%	-26%	-6%	-12	-53*
CC1(Cc2ccc(OC(F)(F)F)cc2)C(=O)Nc2ccc(S(=O)(=O)NC3CCCCC3)cc21 (stereo not given)	nt	-19%	nt	12µM*	?	13µM*	?	1	-72*
CCC(O)(c1ccccc1)C(CN1CCOCC1)c1ccccc1 (stereo not given)	0%	4%	-1%	-7%	-12%	0%	-1%	-6	-4
COc1cccc(CN(C)C(=O)CSc2nc3ccccc3[nH]2)c1OC	2%	5%	-3%	1%	16µM*	1%	-13%	3	7
O=C1CCN(Cc2ccccc2)S(=O)(=O)c2c(F)cc(F)cc21	?	-22%	-1%	-2%	?	0%	-10%&-21%	10	-2
O=C(O)[C@H](Cc1ccccc1)NC(=O)N1CCC(Cc2ccccc2)CC1	15%	-4%	-61%	0%	18%	5%	-3%	-7	10
COc1ccc2nc(Nc3nc(C)c(CCC(C)C)c(=O)[nH]3)nc(C)c2c1	1%	4%	2%	14%	?	12%	-8%	2	?
NC(=O)COc1ncn(-c2ccccc2)n1	-4%	8%	1%[9.22 µM]	1%	18%	13%	0%	4	7
CCOc1ccc(CCNC(=O)c2cnc3c(-c4ccc(F)cc4)c(C)nn3c2C)cc1OCC	nt	-8%	nt	nt	-8%	nt	-7%	-18	nt
c1ccc(-c2nnc3sc(-c4cc5ccccc5o4)nn23)cc1	18µM*	-1%	?	?	0%	18%	0%	7	-29
CCCCn1nnc(NC(=S)NC(=O)c2ccc(OCC)c([N+](=O)[O-])c2)n1	2%	-16%	-1%	6%	nt	-2%	nt	-1	6
CCOC(=O)[C@H]1[C@H]2COc3ccccc3[C@@H]2N2C(=O)c3c(C)cc(C)cc3NC(=O)[C@@]12C	-1%	?	0%	3%	3%	-2%	-22%	12	-18
C=Cc1ccc(Cn2c(C)c(CNCc3ccccc3C)c(C(=O)O)c2C)cc1	nt	3%	nt	nt	-7%	nt	1%	-1	nt
COc1ccc(NC(=O)N2CCN(S(C)(=O)=O)CC2)cc1OC	3%	1%	-4%	-2%	-11%	-5%	-4%	-10	16
Cc1ccc(C(=O)CSc2nc3ccccc3c(=O)[nH]2)cc1	15%	8%	-2%	2%	-4%	2%	13%	2	0
O=C(NCC1CCCO1)c1cccc(Oc2ccc([N+](=O)[O-])cc2Cl)c1 (stereo not given)	3%	3%	1%	-5%	-19%	-7%	-28%	-7	6
O=C(Cn1c(=O)oc2ccccc21)Nc1nnc(N2CCCCCC2)s1	-1%	-29%	-11%	5%	4%	14%	-1%	3	7
COc1ccc(C)c2sc(NC(=O)C3CC3)nc12	-4%	-1%	-4%	-1%	21%	8%	0%	-2	0
O=Cc1cc([N+](=O)[O-])ccc1N1CCOCC1	-6%	-18%	-4%	-1%	17%	3%	-1%	0	10
CCn1ccc2cc(S(=O)(=O)N3CCCN(C(=O)Nc4ccc(C)cc4Cl)CC3)ccc21	nt	0%	nt	nt	-31%	nt	1%	-3	nt
O=C(O)CC(NC(=O)Cc1ccc([N+](=O)[O-])cc1)c1ccc2c(c1)OCO2 (stereo not given)	-12%	-1%	9%	?	-11%	-4%	-4%	-4	5
Cc1cccn2c(=O)c3cc(S(=O)(=O)c4ccccc4)c(=N)n(Cc4cccnc4)c3nc12	18%	4%	?	1%	-14%	-9%	?	-9	3
O=C1CC(c2ccco2)Sc2nc3ccccc3n21 (stereo not given)	9%	5%	6%	13%	14%	16%	5%	-6	26
CCCc1nc2nc(C)c(NS(=O)(=O)c3ccc4c(c3)CCCC4)c(=O)n2[nH]1	-1%	-13%	-4%	5%	22%	1%	-2%	12	2
COc1ccc(C(=O)O/N=C(\N)c2ccc(OC)c(OC)c2)cc1	3%	-5%	-15%	-18%	7%	-30%	7%	2	-4
CCOc1ccccc1NC(=O)COC(=O)Cc1ccc(-c2ccccc2)cc1	-8%	6%	3%	3%	0%	4%	5%	1	1
COC(=O)[C@H](Cc1ccccc1)NC(=O)N(C)Cc1ccccc1	1%	-3%	-128%[inhibitor]	13%	-7%	22%	23%	-3	3
O=C(NCc1ccncc1)Nc1ccc(Cc2ccc(NC(=O)NCc3ccncc3)cc2)cc1	nt	-10%	nt	-4%	18%	-2%	-4%	-1	?
CC1=C(C(N)=O)C(c2ccccc2[N+](=O)[O-])n2ncnc2N1 (stereo not given)	0%	-3%	6%	-1%	-18%	-5%	-1%	2	1
Cc1nnsc1NC(=O)OCC(C)C	0%	1%	-4%	0%	3%	4%	14%	8	22
CCCOc1ccc(Cc2c(Cl)nc(SC)nc2NC)cc1	?	10%	-7%	-30%	?	-17%	?	-6	4
Cc1noc(C)c1S(=O)(=O)N1CCCC(C(=O)NCCc2ccc(Cl)cc2)C1 (stereo not given)	2%	7%	4%	-2%	0%	-1%	-2%	1	0
C=CCC[C@H](Cc1ccc(F)cc1)C(=O)OC[C@H](C)NC(=O)[C@H](CC=C)CC(=O)N(CCO)Cc1ccccc1	-1%	-4%	12%	-20%	?	-7%	?	1	-17
CC1Oc2ccccc2N(CC(=O)N2CCc3ccccc32)C1=O (stereo not given)	8%	18%	-6%	-3%	15µM*	-3%	-3%	-2	0
COc1ccc(C2Nc3ccc(Br)cc3C(c3ccccc3)N2CC(=O)O)cc1 (stereo not given)	0%	13%[0.307 µM]	1%	14%	3%	14%	3%	-11	7
Cc1ccc(NS(=O)(=O)c2ccc(NC(=O)[C@@H]3CCCC[C@@H]3C(=O)O)cc2)c(C)c1	-1%	2%	-3%	-6%[9.24 µM]	-30%	-2%	-11%	0	12

Some of the entries above in another layout:
compound,MCF10A rerep,GLP1R cytotox,SW480 rerep,HT1080 IDH1KD tx,KB-V1 cytotox,HT1080NT lethal,KB-3-1 tox,DRD3 agonist,IL1B secr inh
CC1Oc2ccccc2N(CC(=O)N2CCc3ccccc32)C1=O (stereo not given),8%,18%,-6%,-3%,15µM*,-3%,-3%,-2,0
COc1ccc(C2Nc3ccc(Br)cc3C(c3ccccc3)N2CC(=O)O)cc1 (stereo not given),0%,13%[0.307 µM],1%,14%,3%,14%,3%,-11,7

Assay outcomes deposited in PubChem by National Center for Advancing Translational Sciences (NCATS).
